RXFP1 agonist: activates the human relaxin receptor RXFP1; Q9HBX9; HEK293T-RXFP1 cAMP TR-FRET, 30 min; response scale: percent of porcine relaxin response, buffer zero; Potency, µM (series often up to 57.5 µM), for the others: top-dose activation, usual class: activators; hit rate 0.3% among 370,000; AID 2676; note: % is set by controls: 0 for no effect and ±100 for the full control effect; nearly all actives have a fitted effect of over 60% in size; many of its hits are not listed in these tables
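cAMP rise read by TR-FRET after 30 min, 37C compound exposure (up to 58 uM) in RXFP1-transfected HEK293 cells with Ro 20174 present. EC50 from Hill-equation fits, with 29 nM porcine relaxin as 100% and buffer as basal.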
ALOX12 inh: ALOX12 (human) lipoxygenase inhibition; AID 1671190; hit rate 1.1% among 580,000; Potency, µM (series often up to 108 µM), inactives show at the top dose activity change, negative = inhibition, actives largely listed as inhibitors; purified 12hLO, xylenol orange hydroperoxide absorbance; note: % is set by controls: 0 for no effect and ±100 for the full control effect
Target sequence (P18054 whole entry, looked up): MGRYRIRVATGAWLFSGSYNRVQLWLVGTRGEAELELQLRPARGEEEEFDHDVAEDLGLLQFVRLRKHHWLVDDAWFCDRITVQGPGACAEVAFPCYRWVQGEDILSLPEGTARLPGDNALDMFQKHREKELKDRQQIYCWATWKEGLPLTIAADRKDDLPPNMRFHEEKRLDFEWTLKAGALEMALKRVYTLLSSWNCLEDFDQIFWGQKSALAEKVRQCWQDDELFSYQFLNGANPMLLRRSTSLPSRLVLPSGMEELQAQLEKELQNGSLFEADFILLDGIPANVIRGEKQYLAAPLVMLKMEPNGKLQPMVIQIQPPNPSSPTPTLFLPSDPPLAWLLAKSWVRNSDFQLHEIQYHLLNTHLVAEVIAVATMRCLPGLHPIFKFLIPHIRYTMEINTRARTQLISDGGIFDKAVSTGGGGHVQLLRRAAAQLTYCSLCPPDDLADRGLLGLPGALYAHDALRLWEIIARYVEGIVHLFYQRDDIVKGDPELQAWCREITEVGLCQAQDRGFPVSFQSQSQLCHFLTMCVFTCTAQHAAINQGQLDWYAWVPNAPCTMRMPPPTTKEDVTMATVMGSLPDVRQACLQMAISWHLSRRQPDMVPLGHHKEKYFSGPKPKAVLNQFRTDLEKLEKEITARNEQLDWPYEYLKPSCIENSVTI
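Purified human 12hLO (150 nM final) in 25 mM Hepes, 0.01% Triton X-100, pH 7.0 was preincubated 15 min at room temperature with compound. Then 40 uM arachidonic acid was added, 30 min. Hydroperoxide was read by Fe-XO absorbance ratio 573/405 nm.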
rTrxR1 inhibitor: blocks rat thioredoxin reductase 1; Potency, µM (series often up to 114 µM), without a hit: at the highest dose activity change, negative = inhibition, most hits filed as inhibitors; O89049; recombinant rTrxR1, NADPH fluorescence consumption, selenite substrate; AID 588453; hit rate 1% among 390,000; note: % is set by controls: 0 for no effect and ±100 for the full control effect; nearly all actives have a fitted effect of over 65% in size
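Rat TrxR1 (90 nM in the dispensed reagent) was pre-reduced with 400 uM NADPH for 5 min at room temperature, then incubated with compound for 15 min. After 400 uM selenite was added, NADPH fluorescence (Ex 340/Em 450 nm) was followed for 8 min.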
TrxR1 substrate: rat thioredoxin reductase 1 substrate activity; hit rate 0.01% among 390,000; Potency, µM (doses to about 114 µM), without a hit: at the top dose activity change, negative = substrate turnover; O89049; purified TrxR1 substrate turnover, NADPH consumption readout; AID 588456; note: % is set by controls: 0 for no effect and ±100 for the full control effect; nearly all actives have a fitted effect of over 50% in size
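Rat TrxR1, dispensed at 90 nM, was prereduced with 400 uM NADPH (final) for 5 min at ~22 deg C, then incubated with compound 15 min before 400 uM selenite. A first-read NADPH fluorescence drop versus no-compound background flagged substrates.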
RGS4 inh: human RGS4 inhibition; P49798; Transcreener GDP fluorescence polarization, RGS4-accelerated GTP hydrolysis; Potency, µM (series often up to 114 µM), for inactives: at the highest dose activity change, negative = inhibition, actives largely listed as inhibitors; hit rate 0.039% among 390,000; AID 504845; note: % is set by controls: 0 for no effect and ±100 for the full control effect; nearly all actives have a fitted effect of over 75% in size; some results filed as inactive show a strong effect at the top dose
Target sequence (P49798 whole entry, looked up): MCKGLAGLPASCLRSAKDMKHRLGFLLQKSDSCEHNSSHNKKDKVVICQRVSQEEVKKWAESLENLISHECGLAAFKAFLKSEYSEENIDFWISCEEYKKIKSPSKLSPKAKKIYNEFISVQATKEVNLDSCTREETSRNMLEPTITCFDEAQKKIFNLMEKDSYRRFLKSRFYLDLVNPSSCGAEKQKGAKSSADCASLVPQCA
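MLSMR compounds (23 nl, pin-transferred) preincubated 10 min at room temperature with a 500nM (2x) first reagent, then RGS4 at 900nM (2x) plus Transcreener GDP mix added; fluorescence polarization (620/688 nm) read before and after 90 min at 30 °C.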
Vif-APOBEC3G blk: blocks the Vif interaction with human APOBEC3G | Q9HC16 | HeLa A3G-eYFP + Vif (tagged APOBEC3G with the HIV-1 protein that degrades it), YFP fluorescence, overnight | Potency, µM (series often up to 46.1 µM), for inactives: at the top dose activity, negative = active, actives largely listed as inhibitors | hit rate 0.076% among 410,000;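 note: % is set by controls: 0 for no effect and ±100 for the full control effect; nearly all actives have a fitted effect of over 60% in size; hits raise eYFP signal because A3G escapes Vif-driven loss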
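HeLa cells stably expressing Vif and C-terminally eYFP-tagged A3G, seeded overnight at 37 deg C, then exposed to compound by pintool overnight at 37 deg C. Rise in yellow fluorescence (Ex 488/Em 500-530, Acumen) marks blocked Vif-driven A3G degradation.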
USP1-UAF1 inh: inhibitors of human USP1/UAF1 deubiquitinase; hit rate 0.23% among 390,000; Potency, µM (series often up to 57.1 µM), for inactives: at the top dose activity change, negative = inhibition, usual class: inhibitors; recombinant USP1/UAF1, Ub-Rhodamine cleavage fluorescence; note: % is set by controls: 0 for no effect and ±100 for the full control effect; nearly all actives have a fitted effect of over 60% in size; inactives centre near -12
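In this screen, compounds sit with the deubiquitinase complex (1nM) for 15 min at room temperature before Ub-Rho is added at 150nM final. Fluorescence rise is then followed for 6 reads every 60 seconds.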
Vif-A3F inh: inhibitors of Vif-A3F interaction. hit rate 0.2% among 390,000. Potency, µM (doses to about 46.1 µM), without a hit: top-dose activity, negative = active. HeLa A3F-eYFP + Vif (tagged APOBEC3F with the HIV-1 protein that degrades it), YFP fluorescence increase. AID 602313; note: % of control where 0% means no effect; nearly all actives have a fitted effect of over 65% in size
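Fluorescence increase (Ex 488/Em 500-530) after overnight compound treatment at 37 deg C flags inhibition of Vif-driven A3F-eYFP loss in stable HeLa A3F-eYFP/Vif cells seeded overnight beforehand.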
mIDH1 inhibitor: inhibitors of human mutant IDH1 R132H; Potency, µM (top dose mostly 76.6 µM), without a hit: top-dose activity change, negative = inhibition, most hits filed as inhibitors; IDH1-R132H enzyme, NADPH consumption, diaphorase/resazurin fluorescence; hit rate 0.093% among 390,000; O75874; note: % is set by controls: 0 for no effect and ±100 for the full control effect; nearly all actives have a fitted effect of over 65% in size
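IDH1-R132H (0.5 ug/mL) preincubated 30 min with compound, then NADPH (0.016 mM) and alpha-KG (2 mM) added; 80 min at RT, pH 7.5. Remaining NADPH coupled via diaphorase/resazurin to fluorescence (540/590 nm); concentration-response curves normalized to no-enzyme control.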
* hit, by the source's call; & = joins results of further samples; [ ] = dose if it differs, or a comment. Calls come from the whole dose curve; as a rule, active = well fitted curve in the direction sought with a large enough effect; inconclusive = small, poorly fitted or top-dose-only effect, or another doubt; inactive = no such curve, though single readings can be large; an effect the other way counts as inactive or inconclusive. Potency is the fitted concentration of half-maximal effect. A portion of the library; the hit share may differ from the screen's.

`COc1ccccc1N(CC(O)CN1CCCCC1)S(=O)(=O)c1ccc(C)cc1` (stereo not drawn) gave RXFP1 agonist 0.6%, ALOX12 inh -8.8%, rTrxR1 inhibitor 10.8%, TrxR1 substrate 2.1%, RGS4 inh 4.6%, Vif-APOBEC3G blk -3.3%, USP1-UAF1 inh -28.1%, Vif-A3F inh -3.8% and mIDH1 inhibitor -3.1%.
Screening CC1(C(=O)N/N=C/c2ccc([N+](=O)[O-])o2)CC1(Br)Br (stereo not drawn) returned RXFP1 agonist 2.6%, ALOX12 inh -22.0%, rTrxR1 inhibitor 44.7µM*, TrxR1 substrate -7.3%, RGS4 inh -49.0%, Vif-APOBEC3G blk -25.1%, USP1-UAF1 inh -4.0%, Vif-A3F inh 4.3% and mIDH1 inhibitor 7.4%.
For CCn1cc(Cl)c(C(=O)Nc2cccc(CN3CCOCC3)c2)n1 the results were RXFP1 agonist 0.1%, ALOX12 inh 1.5%, rTrxR1 inhibitor 13.2%, TrxR1 substrate 7.0%, RGS4 inh 12.7%, Vif-APOBEC3G blk -2.4%, USP1-UAF1 inh -5.3%, Vif-A3F inh 3.8% and mIDH1 inhibitor 0.6%.
Screening COc1ccc(N(C(=O)c2ccco2)C(C(=O)NC2CCCC2)c2cccnc2)c(OC)c1 (stereo not drawn) returned RXFP1 agonist 6.3%, ALOX12 inh -0.2%, rTrxR1 inhibitor 19.5%, TrxR1 substrate 4.5%, RGS4 inh -13.6%, Vif-APOBEC3G blk -1.1%, USP1-UAF1 inh -14.4%, Vif-A3F inh -1.1% and mIDH1 inhibitor -5.1%.
For CCNC(=O)CCn1nc(-c2ccc(C)cc2)c2ccccc2c1=O the results were RXFP1 agonist -1.2%, ALOX12 inh 0.0%, rTrxR1 inhibitor 4.1%, TrxR1 substrate -3.0%, RGS4 inh -22.0%[56.9 µM], Vif-APOBEC3G blk -9.5%, USP1-UAF1 inh -24.9%, Vif-A3F inh 6.1% and mIDH1 inhibitor 5.0%.
Screening Cc1cccc(NC(=O)Nc2nnc(N(C)C3CCCCC3)s2)c1C returned RXFP1 agonist 5.0%, ALOX12 inh -23.8%, rTrxR1 inhibitor -3.2%, TrxR1 substrate -7.0%, RGS4 inh 18.2%, Vif-APOBEC3G blk -2.2%, USP1-UAF1 inh -12.0%, Vif-A3F inh -10.0% and mIDH1 inhibitor -14.8%.
For CCCCCNc1nc2c(-c3ccccc3)nnn2c2ccccc12 the results were RXFP1 agonist 6.8%, ALOX12 inh 0.0%, rTrxR1 inhibitor 17.7%, TrxR1 substrate 34.6%, RGS4 inh 8.8%, Vif-APOBEC3G blk 3.0%, USP1-UAF1 inh -18.4%, Vif-A3F inh 1.5% and mIDH1 inhibitor -5.1%.
Screening O=C(Nc1ccc(F)cc1)Nc1csc2ccccc12 returned RXFP1 agonist -0.2%, ALOX12 inh -2.0%, rTrxR1 inhibitor inconclusive, TrxR1 substrate -3.5%[57.1 µM], RGS4 inh -16.0%, Vif-APOBEC3G blk -9.5%, USP1-UAF1 inh inconclusive, Vif-A3F inh -8.5% and mIDH1 inhibitor 24.5%.
For O=C(OCC(=O)c1c[nH]c2ccccc12)c1ccc(OC(F)F)cc1 the results were ALOX12 inh -27.4%, Vif-APOBEC3G blk -5.0%, USP1-UAF1 inh -5.6%, Vif-A3F inh -7.0% and mIDH1 inhibitor -0.4%.
CCOc1ccc(NC(=O)c2cnccn2)cc1 was read as RXFP1 agonist -3.7%, ALOX12 inh 0.0%, rTrxR1 inhibitor 4.3%[57.1 µM], TrxR1 substrate 2.1%, RGS4 inh -21.8%, Vif-APOBEC3G blk -8.8%, USP1-UAF1 inh -8.7%, Vif-A3F inh 1.2% and mIDH1 inhibitor 10.2%.
`C=CCOC(=O)C(C#N)c1nc2ccccc2nc1N1CCN(c2ccccc2OC)CC1` (stereo not drawn) gave RXFP1 agonist 2.0%, ALOX12 inh 37.7%&-9.1%[activator], rTrxR1 inhibitor 6.8%[57.1 µM], TrxR1 substrate 6.1%[57.1 µM], RGS4 inh 9.0%, Vif-APOBEC3G blk -6.2%, USP1-UAF1 inh -28.2%, Vif-A3F inh -0.6% and mIDH1 inhibitor 0.6%.
COc1c(C)cccc1C(=O)Nc1ccc(CN2CCOCC2)cc1 was read as RXFP1 agonist 0.0%, ALOX12 inh 7.2%, rTrxR1 inhibitor 23.2%, TrxR1 substrate 7.7%, RGS4 inh 17.4%, Vif-APOBEC3G blk 0.3%, USP1-UAF1 inh 6.5%, Vif-A3F inh -6.8% and mIDH1 inhibitor 3.4%.
`Cc1cc2c(cc1S(=O)(=O)NC1CCCCC1C)OCC(=O)N2` (stereo not drawn) gave RXFP1 agonist 8.8%, ALOX12 inh 2.1%, rTrxR1 inhibitor 6.0%, TrxR1 substrate -0.5%, RGS4 inh 7.1%, Vif-APOBEC3G blk -0.4%, USP1-UAF1 inh -10.4%, Vif-A3F inh 7.6% and mIDH1 inhibitor -5.4%.
`CCN(CC)S(=O)(=O)c1nnc(NC(=O)c2ccc(C)cc2)s1` gave RXFP1 agonist -2.7%, ALOX12 inh -1.3%, rTrxR1 inhibitor 7.7%, TrxR1 substrate -3.0%, RGS4 inh 2.9%, Vif-APOBEC3G blk 5.0%, USP1-UAF1 inh 0.4%, Vif-A3F inh -0.2% and mIDH1 inhibitor 38.5%[activator].
COc1ccc(N2CC(NC(=O)COc3ccc4ccccc4c3)CC2=O)cc1OC (stereo not drawn) was read as RXFP1 agonist -0.6%, ALOX12 inh -7.9%, rTrxR1 inhibitor 5.9%[57.1 µM], TrxR1 substrate 4.2%[57.1 µM], RGS4 inh -6.9%, Vif-APOBEC3G blk -4.3%, USP1-UAF1 inh -22.5%, Vif-A3F inh 0.0% and mIDH1 inhibitor -1.5%.
Screening CC(=O)Nc1cc2c(c(Cl)c1Cl)-c1ccccc1C2=O returned ALOX12 inh -17.1%, rTrxR1 inhibitor 21.2%, TrxR1 substrate 11.4%, RGS4 inh -4.4%, Vif-APOBEC3G blk -4.5%, USP1-UAF1 inh -3.4%, Vif-A3F inh -0.3% and mIDH1 inhibitor 4.2%.
Screening OCC[C@H]1C[C@H](O)[C@@H](O)[C@]2(CCc3ccccc3CO2)O1 returned RXFP1 agonist -0.1%, ALOX12 inh -0.1%, rTrxR1 inhibitor 7.7%, TrxR1 substrate 2.3%, RGS4 inh 26.0%, Vif-APOBEC3G blk -0.5%, USP1-UAF1 inh -18.3%, Vif-A3F inh 1.1% and mIDH1 inhibitor 0.6%.
Screening COc1ccccc1Nc1nc(-c2sc(NC(=O)c3ccco3)nc2C)cs1 returned RXFP1 agonist 0.3%, ALOX12 inh inconclusive, rTrxR1 inhibitor 19.4%, TrxR1 substrate 7.5%, RGS4 inh -22.4%, Vif-APOBEC3G blk -11.9%, USP1-UAF1 inh -17.1%, Vif-A3F inh -0.6% and mIDH1 inhibitor -3.3%.
Screening COc1ccc(Nc2nc(C)nc(N)c2S(=O)(=O)c2ccccc2)cc1 returned RXFP1 agonist 14.9%, ALOX12 inh 0.0%, rTrxR1 inhibitor 39.8%[activator], TrxR1 substrate 103.0%[activator], RGS4 inh 0.0%, Vif-APOBEC3G blk -1.0%, USP1-UAF1 inh -26.6%, Vif-A3F inh 1.7% and mIDH1 inhibitor -5.7%.
`O=C(O)CCCC(=O)NCCCCc1ccccc1` gave RXFP1 agonist 1.7%, ALOX12 inh 6.8%, rTrxR1 inhibitor 20.8%, TrxR1 substrate 4.9%, RGS4 inh 6.3%, Vif-APOBEC3G blk -8.0%, USP1-UAF1 inh -3.2%, Vif-A3F inh 4.3% and mIDH1 inhibitor 3.1%.
For COc1ncccc1-c1nnn(-c2ccc(F)cc2)n1 the results were RXFP1 agonist 3.8%, ALOX12 inh 9.6%, rTrxR1 inhibitor 6.6%, TrxR1 substrate -0.4%, RGS4 inh 11.3%, Vif-APOBEC3G blk 1.3%, USP1-UAF1 inh -21.3%, Vif-A3F inh -6.2% and mIDH1 inhibitor -0.3%.
For COc1ccc(C(=O)Nc2c(N)nc(SCC(=O)NCC3CCCO3)[nH]c2=O)cc1OC (stereo not drawn) the results were RXFP1 agonist 2.2%, ALOX12 inh -16.5%, rTrxR1 inhibitor -7.6%, TrxR1 substrate -5.0%, RGS4 inh 2.6%, Vif-APOBEC3G blk 1.8%, USP1-UAF1 inh -22.5%, Vif-A3F inh 2.7% and mIDH1 inhibitor 3.4%.
`O=C(CNC(=O)c1ccc(Cl)cc1)OCc1nc2ccccc2s1` gave RXFP1 agonist 0.7%, ALOX12 inh -7.7%, rTrxR1 inhibitor 9.1%[57.1 µM], TrxR1 substrate 6.7%[57.1 µM], RGS4 inh -5.6%, Vif-APOBEC3G blk -3.1%, USP1-UAF1 inh 5.4%, Vif-A3F inh 2.0% and mIDH1 inhibitor -2.1%.

Screens: PubChem, National Center for Advancing Translational Sciences (NCATS)
